USP1-UAF1 inh – Inhibitors of USP1/UAF1: Primary Screen | 0.23% of 390,000 active | Potency, µM (top dose mostly 57.1 µM), for inactives: at the top dose activity change, negative = inhibition, usual class: inhibitors | recombinant USP1/UAF1, Ub-Rhodamine cleavage fluorescence | Ubiquitin carboxyl-terminal hydrolase 1 (Homo sapiens), O94782; further: potency means the concentration at half of the fitted maximal effect; on the % scale 0 is the no-effect control and ±100 the full control effect; nearly all actives have a fitted effect of over 60% in size; inactives centre near -12
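1 nM enzyme complex + cpd, 15 min RT; start with Ub-Rho 150nM final; kinetic fluorescence ex 480/em 540, 6 reads q60 s. Buffer 50mM HEPES pH 7.8, 0.5mM EDTA, 0.1 mg/ml BSA, 1mM TCEP, 0.01% Tween-20.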
LDHA block – qHTS assay for inhibitors of human lactate dehydrogenase. L-lactate dehydrogenase A chain (Homo sapiens), P00338. purified LDHA, NADH/diaphorase-resazurin fluorescence; stronger effect = lower value. activity change, % (values are at about 110 or 230 µM). 0.15% of 480,000 active. AID 1347041, 2019; in the data active means activity change below about -30%; inconclusive means mostly about -25% to -30%;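 further: plate controls were DMSO wells for no effect and wells without enzyme for full effect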
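Enzyme activity of human lactate dehydrogenase 5 (2 nM; 0.06 mM NADH, 0.2 mM pyruvate, 5 min, RT) is measured via a resazurin/diaphorase fluorescence readout of residual NADH.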
RGS4 inhibitor – Inhibitors of Regulator of G Protein Signaling (RGS) 4: qHTS; Transcreener GDP fluorescence polarization, RGS4-accelerated GTP hydrolysis; AID 504845, 2011; 0.039% of 390,000 active; Potency, µM (series often up to 114 µM), without a hit: at the top dose activity change, negative = inhibition, most hits filed as inhibitors; Regulator of G-protein signaling 4 (Homo sapiens), P49798; further: potency means the concentration at half of the fitted maximal effect; on the % scale 0 is the no-effect control and ±100 the full control effect; nearly all actives have a fitted effect of over 75% in size; some results filed as inactive show a strong effect at the top dose
Target sequence (P49798 whole entry, looked up): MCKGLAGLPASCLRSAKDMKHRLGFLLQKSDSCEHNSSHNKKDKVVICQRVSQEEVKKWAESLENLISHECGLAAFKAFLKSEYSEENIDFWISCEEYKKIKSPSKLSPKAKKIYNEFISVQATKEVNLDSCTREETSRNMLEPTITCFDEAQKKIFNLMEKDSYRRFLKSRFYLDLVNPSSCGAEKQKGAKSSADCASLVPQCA
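MLSMR compounds (23 nl, pin-transferred) preincubated 10 min at room temperature with a 500nM (2x) first reagent, then RGS4 at 900nM (2x) plus Transcreener GDP mix added; fluorescence polarization (620/688 nm) read before and after 90 min at 30 °C.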
Vif-APOBEC3F blk – qHTS for Inhibitors of Vif-A3F Interactions: qHTS; HeLa A3F-eYFP + Vif (tagged APOBEC3F with the HIV-1 protein that degrades it), YFP fluorescence increase; Potency, µM (top dose mostly 46.1 µM), for the others: at the highest dose activity, negative = active; 0.2% of 390,000 active; AID 602313, 2012; further: potency means the concentration at half of the fitted maximal effect; % of control where 0% means no effect; nearly all actives have a fitted effect of over 65% in size
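HeLa cells stably expressing A3F-eYFP plus Vif, plated and incubated overnight at 37 deg C, then exposed to compounds overnight at 37 deg C. Blocked degradation read as raised yellow fluorescence (Ex 488/Em 500-530).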
TrxR1 substrate – qHTS Assay for Substrates of Mammalian Selenoprotein Thioredoxin Reductase 1 (TrxR1): qHTS | 0.01% of 390,000 active | purified TrxR1 substrate turnover, NADPH consumption readout | Potency, µM (series often up to 114 µM), without a hit: top-dose activity change, negative = substrate turnover | AID 588456, 2011 | Thioredoxin reductase 1, cytoplasmic (Rattus norvegicus), O89049; further: potency means the concentration at half of the fitted maximal effect; on the % scale 0 is the no-effect control and ±100 the full control effect; nearly all actives have a fitted effect of over 50% in size
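Rat TrxR1, dispensed at 90 nM, was prereduced with 400 uM NADPH (final) for 5 min at ~22 deg C, then incubated with compound 15 min before 400 uM selenite. A first-read NADPH fluorescence drop versus no-compound background flagged substrates.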
GRP78 ERSR act – qHTS for Inducers of the Endoplasmic Reticulum Stress Response (ERSR) in Human Glioma: qHTS; U87-MG GRP78 promoter luciferase reporter, 16 h; AID 602332, 2012; 0.02% of 420,000 active; Potency, µM, without a hit: at the top dose activation, usual class: activators; further: potency means the concentration at half of the fitted maximal effect; series mostly up to about 76 µM; % of control where 0% means no effect; nearly all actives have a fitted effect of over 35% in size
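Stably transfected U87-MG human glioma cells carrying a GRP78-based luminescent sensor were seeded at 1000 cells/well, pin-dosed with compounds and incubated 16 h. Luciferase reagent was then added, and end-point luminescence was read after 10 min at room temperature.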
Vif-A3G inh – qHTS for Inhibitors of Vif-A3G Interactions: qHTS; DNA dC->dU-editing enzyme APOBEC-3G (Homo sapiens), Q9HC16; HeLa A3G-eYFP + Vif (tagged APOBEC3G with the HIV-1 protein that degrades it), YFP fluorescence, overnight; Potency, µM (series often up to 46.1 µM), for the others: at the highest dose activity, negative = active, hits mostly inhibitors; 0.076% of 410,000 active; AID 602310, 2012;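 further: potency means the concentration at half of the fitted maximal effect; on the % scale 0 is the no-effect control and ±100 the full control effect; nearly all actives have a fitted effect of over 60% in size; hits raise eYFP signal because A3G escapes Vif-driven loss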
Target sequence (Q9HC16 whole entry, looked up): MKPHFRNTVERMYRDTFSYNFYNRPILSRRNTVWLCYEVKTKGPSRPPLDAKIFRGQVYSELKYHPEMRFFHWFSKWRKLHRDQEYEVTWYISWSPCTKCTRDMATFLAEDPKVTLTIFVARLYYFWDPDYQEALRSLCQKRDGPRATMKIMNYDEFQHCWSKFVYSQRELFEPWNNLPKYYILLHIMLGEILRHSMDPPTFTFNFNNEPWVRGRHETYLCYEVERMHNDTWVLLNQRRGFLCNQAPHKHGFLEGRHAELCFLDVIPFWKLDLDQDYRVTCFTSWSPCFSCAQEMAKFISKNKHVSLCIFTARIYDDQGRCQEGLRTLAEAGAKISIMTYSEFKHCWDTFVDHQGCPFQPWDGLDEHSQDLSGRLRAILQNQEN
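HeLa cells stably expressing Vif and C-terminally eYFP-tagged A3G, seeded overnight at 37 deg C, then exposed to compound by pintool overnight at 37 deg C. Rise in yellow fluorescence (Ex 488/Em 500-530, Acumen) marks blocked Vif-driven A3G degradation.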
mIDH1 inhibitor – qHTS for Inhibitors of mutant isocitrate dehydrogenase 1 (IDH1): qHTS; Isocitrate dehydrogenase [NADP] cytoplasmic (Homo sapiens), O75874; IDH1-R132H enzyme, NADPH consumption, diaphorase/resazurin fluorescence; Potency, µM (titrated, usually from 76.6 µM), inactives show at the highest dose activity change, negative = inhibition, most hits filed as inhibitors; 0.093% of 390,000 active; further: potency means the concentration at half of the fitted maximal effect; on the % scale 0 is the no-effect control and ±100 the full control effect; nearly all actives have a fitted effect of over 65% in size
Target sequence (O75874 whole entry R132H, stated change not applied): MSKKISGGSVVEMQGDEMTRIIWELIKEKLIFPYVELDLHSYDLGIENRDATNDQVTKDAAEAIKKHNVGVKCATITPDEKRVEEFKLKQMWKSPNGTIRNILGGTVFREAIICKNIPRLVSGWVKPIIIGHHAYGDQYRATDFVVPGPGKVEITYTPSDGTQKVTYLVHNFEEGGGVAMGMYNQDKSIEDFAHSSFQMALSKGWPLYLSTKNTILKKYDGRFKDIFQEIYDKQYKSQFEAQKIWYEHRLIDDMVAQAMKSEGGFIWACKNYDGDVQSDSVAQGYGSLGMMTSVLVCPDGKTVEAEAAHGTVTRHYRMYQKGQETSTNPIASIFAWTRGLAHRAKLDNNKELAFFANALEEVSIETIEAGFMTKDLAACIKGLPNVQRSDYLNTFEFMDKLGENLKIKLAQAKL
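IDH1-R132H (0.5 ug/mL dispensed) in pH 7.5 Tris buffer was preincubated 30 min with compound, then given a substrate mix of 0.016 mM NADPH and 2 mM alpha-KG for 80 min at room temperature; remaining NADPH was read by diaphorase/resazurin fluorescence.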
TrxR1 inh – qHTS Assay for Inhibitors of Mammalian Selenoprotein Thioredoxin Reductase 1 (TrxR1): qHTS. recombinant rTrxR1, NADPH fluorescence consumption, selenite substrate. Potency, µM (top dose mostly 114 µM), for inactives: top-dose activity change, negative = inhibition, actives largely listed as inhibitors. 1% of 390,000 active. AID 588453, 2011; further: potency means the concentration at half of the fitted maximal effect; on the % scale 0 is the no-effect control and ±100 the full control effect; nearly all actives have a fitted effect of over 65% in size
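Rat TrxR1 (90 nM in the dispensed reagent) was pre-reduced with 400 uM NADPH for 5 min at room temperature, then incubated with compound for 15 min. After 400 uM selenite was added, NADPH fluorescence (Ex 340/Em 450 nm) was followed for 8 min.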
Starred values were filed as active, the others as inactive; ? = inconclusive; / = no result given; & = joins results of further samples; [ ] = another dose, or the depositor's remark. Unless noted, the call rests on the fitted dose curve; in most records, active means well fitted curve in the direction sought with a large enough effect; inconclusive means small, poorly fitted or top-dose-only effect, or another doubt; inactive means no such curve, though single readings can be large; an effect the other way counts as inactive or inconclusive. A portion of the library; count on the stated rates, not on these rows.

SMILES	USP1-UAF1 inh	LDHA block	RGS4 inhibitor	Vif-APOBEC3F blk	TrxR1 substrate	GRP78 ERSR act	Vif-A3G inh	mIDH1 inhibitor	TrxR1 inh
Cc1cc(NC(=O)C2C3C(=O)N(Cc4ccc(Cl)cc4)C(C(=O)NCc4ccccc4)C34C=CC2(C)O4)no1 (stereo unspecified)	-3%	-6	16%	/	-9%	0%	-4%	-1%	-9%
COc1cc(Br)ccc1NC(=O)c1ccccc1-c1ccccc1C(=O)O	-8%	-8	6%	-1%	3%	-7%	1%	15%	21%
COC(=O)c1ccc(Cn2cc(C(F)(F)F)ccc2=O)cc1	-13%	-6	-43%	1%	15%	-3%	-8%	6%	43%
Cc1ccc(-c2sc(C(=O)Nc3ccc(Br)cc3)cc2CC(=O)O)cc1	-17%	-15	-25%	0%	-9%	13%	-3%	-16%	5%
CCCCOc1ccc(S(=O)(=O)NNC(=O)c2cc3ccccc3o2)cc1	-25%	3	-6%	3%	-7%	-1%	-2%	4%	-4%
COc1cc(OC)cc(-n2nnnc2SCC(=O)NC2CCCC2)c1	-21%	-11	6%	-7%	6%	-3%	-6%	4%	9%
COc1ccc([N+](=O)[O-])cc1/C=N/Nc1nc(N2CCCCC2)nc(N2CCCCC2)n1	-17%	0	-16%	-3%	-5%	1%	0%	5%	29%[57.1 µM]
COc1cc(C(C(=O)NCc2ccccc2)N(C(=O)c2snc(C(N)=O)c2N)C2CCCC2)cc(OC)c1OC (stereo unspecified)	-29%	-4	-7%	0%	4%	-1%	2%	6%	17%
CCSc1nnc(NC(=O)c2cc(-c3ccccc3O)n[nH]2)s1	-10%	-7	21%	-1%	-2%	1%	0%	2%	15%
C/C(=N\Nc1ccc(C(=O)O)cc1)c1ccc(S(=O)(=O)NCc2ccco2)cc1	-19%	0	-14%	1%	-9%	2%	1%	5%	-19%
COC(=O)c1ccc(C)c(NC(=O)C2CC(=O)N(C3CCCC(C)C3C)C2)c1 (stereo unspecified)	-23%	3	-9%	-2%	13%	-2%	7%	11%	34%[activator]
COCCn1c(=O)[nH]c2cc(C(=O)OC)ccc2c1=O	-25%	3	11%	/	30%[activator]	-4%	1%	4%	-11%
COc1ccccc1CC(=O)Nc1cccc2c1CCCC2	-3%	-5	23%	?	-12%	-7%	0%	0%	-13%
COc1ccc(Br)cc1-c1noc(-c2ccncc2)n1	-4%	2	-13%[11.4 µM]	6%	10%[57.1 µM]	-4%	2%	-5%	14%[57.1 µM]
O=C(CCN1CCOCC1)NC1CCCN(Cc2ccccc2F)C1 (stereo unspecified)	-17%	-8	-19%	7%	-6%	-5%	0%	5%	-2%
N#Cc1c(-c2ccccc2)cc(C2CC2)nc1SCC(=O)O	-15%	-6	-45%	2%	5%	1%	-4%	1%	-2%
CC(=O)c1ccc(-c2cccc(-c3nc4ccccn4c3NC3CCCCC3)c2)cc1	-20%	0	-9%	-2%	-2%[57.1 µM]	4%	-8%	0%	8%[57.1 µM]
c1ccc(-c2cc(N3CCCCCC3)n[nH]2)cc1	-1%	12	-23%	0%	5%	-3%	-1%	4%	19%
CCNS(=O)(=O)c1ccc(CCC(=O)N2CCc3ccccc3C2)cc1	-1%	-6	20%	1%	3%	-3%	0%	-5%	22%
O=C(CCc1ccccc1)NNC(=O)c1ccccc1C(=O)O	-14%	-2	-10%	4%	-1%	-3%	-1%	4%	0%
CCc1ccc(N2CC(O)(c3cccs3)[N+]3=C2SCCC3)cc1 (stereo unspecified)	-4%	-4	8%	0%	-9%[57.1 µM]	-2%	-3%	-1%	13%
COc1ccc(Nc2nnc(SCC(=O)NC3CCS(=O)(=O)C3)s2)cc1 (stereo unspecified)	-21%	-6	-15%	6%	-4%	2%	2%	8%	5%
COc1cccc(C(=O)c2sc(NC(C)C)nc2N)c1	-3%	-2	-2%	1%	5%[57.1 µM]	3%	-7%	0%	5%[57.1 µM]
O=C(N/N=C/c1cn(-c2cccs2)nc1-c1ccccc1)c1ccc(O)cc1	-9%	-3	1%	-1%	-9%	5%	-5%	6%	-9%
CCN(CC)c1cccc(OCC(=O)N(C)CCC#N)c1	-11%	15	-14%	?	-6%	-5%	-6%	3%	-7%
CCOc1ccccc1-c1noc(CSc2nnc(-c3ccccc3)n2-c2ccc(F)cc2)n1	-12%	-1	-31%	2%	-5%	-4%	1%	17%	11%
COc1cc(SC)ccc1C(=O)NNC(=O)C1COc2ccccc2O1 (stereo unspecified)	-2%	-4	32%	1%	20%[57.1 µM]	-3%	-2%	9%	-4%[57.1 µM]
CC(C)CN(C(=O)COC(=O)CNC(=O)c1ccc(Cl)cc1)C1CCS(=O)(=O)C1 (stereo unspecified)	-12%	-3	-16%	-7%	4%	-7%	0%	4%	20%[57.1 µM]
CCOC(=O)N1CCN(C(=O)c2ccc(N(Cc3ccc(Cl)cc3)S(C)(=O)=O)cc2)CC1	-13%	-2	29%	-5%	4%	-4%	1%	6%	18%
COc1ccc(-c2csc(NCc3ccco3)n2)cc1	-1%	-7	-37%	1%	-13%	-3%	-3%	2%	-14%
COc1cc(OC)c(OC)cc1/C=C1\Oc2cc(OS(C)(=O)=O)ccc2C1=O	-11%	1	-37%	?	-12%	-3%	?	-4%	-20%
CC1(C)NC(=O)N(CC(O)CNC23CC4CC(CC(C4)C2)C3)C1=O (stereo unspecified)	-3%	-4	16%[11.4 µM]	-10%	-7%	-3%	2%	2%	3%[57.1 µM]
CCOC(=O)c1c(NC(=O)CSc2nc3ccccc3s2)sc(C(C)=O)c1C	-22%	-4	-8%	1%	8%	-4%	-5%	10%	6%[57.1 µM]
Cc1ccc(C)c(S(=O)(=O)N2CCN(C(=O)c3cccnc3)CC2)c1	-13%	0	-8%	0%	9%	-6%	1%	0%	22%
O=C(c1cc(-c2ccc(Cl)cc2)nc2ccccc12)N1CCOCC1	-6%	-8	1%	-6%	-10%	2%	1%	2%	-10%
Cc1cc2ccc(C)c(C)c2nc1SCC(=O)c1cccs1	?	-2	16%	-2%	3%[57.1 µM]	2%	-16%	5%	3%
Cc1ccc(NC(=O)CN2C(=O)S/C(=C\c3cc(C)n(C)c3C)C2=O)cc1	7%	-8	-8%	-18%	9%	-3%	?	1%	1%
CC(C)(C)OC(=O)Cn1c(=O)cnc2ccccc21	-17%	-6	-6%	?	12%	-2%	2%	1%	-9%
O=C(N/N=C/c1ccccc1)c1ccco1	-9%	0	-7%	1%	-7%[57.1 µM]	-3%	-2%	3%	-14%[57.1 µM]
CCCCCC(=O)N1C[C@@H](n2cc(COC(=O)c3ccccc3)nn2)[C@H](O)C[C@@H]1c1ccc(C)cc1	-25%	-2	/	0%	/	-3%	0%	3%	/
COc1cccc(CN(C(=O)Cc2c[nH]c3ccccc23)C(C(=O)NC2CCCCC2)c2cccs2)c1 (stereo unspecified)	-2%	0	21%	-4%	-7%	-2%	0%	1%	-9%
COc1cc(-c2c(-c3ccc4c(c3)OCO4)noc2C)ccc1F	?	1	-5%	-9%	5%&4%	-2%&-4%	?	11%	15%&27%
COc1cc(C(C2C(=O)CC(C)(C)CC2=O)C2C(=O)CC(C)(C)CC2=O)ccc1OC(C)=O	?	-9	-35%	-13%	7%[57.1 µM]	-6%	-1%	5%	?
CCOC(=O)NCCOC(=O)Nc1ccc(Cl)cc1	-19%	-6	-38%	-9%	-8%	3%	11%	6%	-8%
O=C(NCc1ccco1)C(=O)c1cn(CC(=O)N2CCCCC2)c2ccccc12	-9%	-6	-22%	6%	-7%	-2%	-4%	0%	8%[57.1 µM]
CCCN1CCN(C(=O)C(NC(=O)c2ccco2)C(C)C)CC1 (stereo unspecified)	10%	-7	-1%	-4%	2%	3%	1%	18%	21%[0.457 µM]
c1cc2c(cc1CN1CCN(C3CCCCCC3)CC1)OCO2	-17%	?	4%	3%	4%	-1%	2%	-3%	19%

Of the compounds above, these have a cyano group.
SMILES	USP1-UAF1 inh	LDHA block	RGS4 inhibitor	Vif-APOBEC3F blk	TrxR1 substrate	GRP78 ERSR act	Vif-A3G inh	mIDH1 inhibitor	TrxR1 inh
N#Cc1c(-c2ccccc2)cc(C2CC2)nc1SCC(=O)O	-15%	-6	-45%	2%	5%	1%	-4%	1%	-2%
CCN(CC)c1cccc(OCC(=O)N(C)CCC#N)c1	-11%	15	-14%	?	-6%	-5%	-6%	3%	-7%
